Screens from PubChem.
FBW7 act – human FBW7 E3 ligase activation, primary screen; Q969H0; AlphaScreen FBW7–phospho-cyclin E peptide binding, activator screen; normalized activity (activation), % at 26.1 µM; hit rate 0.13% among 650,000; in the data active = normalized activity above about 1.9%;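 also: purified mutant Fbw7 with reduced substrate affinity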
GPR151 ag – activates the human receptor GPR151 | Q8TDV0 | PathHunter beta-arrestin GPR151 cells, luminescence | activation, % at 11.2 µM | hit rate 1% among 650,000 | AID 1508602; in the data active = activation above about 4.9%;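 also: 0% = median of compound wells and 100% = cells with positive control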
Target sequence (Q8TDV0 whole entry, looked up): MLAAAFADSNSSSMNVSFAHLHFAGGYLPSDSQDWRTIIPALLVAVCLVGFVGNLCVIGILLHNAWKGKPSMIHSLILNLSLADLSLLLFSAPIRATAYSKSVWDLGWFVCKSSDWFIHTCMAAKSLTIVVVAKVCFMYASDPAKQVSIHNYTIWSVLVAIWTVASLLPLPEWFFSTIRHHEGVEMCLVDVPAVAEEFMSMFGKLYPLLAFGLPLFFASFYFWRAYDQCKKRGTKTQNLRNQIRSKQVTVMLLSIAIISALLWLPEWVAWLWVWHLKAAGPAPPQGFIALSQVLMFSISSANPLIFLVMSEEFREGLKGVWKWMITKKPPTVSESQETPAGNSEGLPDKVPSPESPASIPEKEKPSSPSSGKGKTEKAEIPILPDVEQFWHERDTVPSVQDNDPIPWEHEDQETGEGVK
TEAD-YAP inh – TEAD-YAP interaction inhibition; HEK-TIYL cells, TEAD-Gal4/YAP UAS-luciferase luminescence; inhibition, % at 9.12 µM; hit rate 1.4% among 640,000; in the data active = inhibition above about 32%;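 also: 0% = median of test compound wells and 100% = reference inhibitor wells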
MITF primary – human MITF inhibition, primary screen; O75030; AlphaScreen MITF homodimerization, bead proximity signal; inhibition, % at 2.6 µM; hit rate 0.91% among 650,000; AID 1259374; in the data active = inhibition above about 50%;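 also: 0% = vehicle wells with protein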
Target sequence (O75030 whole entry, looked up): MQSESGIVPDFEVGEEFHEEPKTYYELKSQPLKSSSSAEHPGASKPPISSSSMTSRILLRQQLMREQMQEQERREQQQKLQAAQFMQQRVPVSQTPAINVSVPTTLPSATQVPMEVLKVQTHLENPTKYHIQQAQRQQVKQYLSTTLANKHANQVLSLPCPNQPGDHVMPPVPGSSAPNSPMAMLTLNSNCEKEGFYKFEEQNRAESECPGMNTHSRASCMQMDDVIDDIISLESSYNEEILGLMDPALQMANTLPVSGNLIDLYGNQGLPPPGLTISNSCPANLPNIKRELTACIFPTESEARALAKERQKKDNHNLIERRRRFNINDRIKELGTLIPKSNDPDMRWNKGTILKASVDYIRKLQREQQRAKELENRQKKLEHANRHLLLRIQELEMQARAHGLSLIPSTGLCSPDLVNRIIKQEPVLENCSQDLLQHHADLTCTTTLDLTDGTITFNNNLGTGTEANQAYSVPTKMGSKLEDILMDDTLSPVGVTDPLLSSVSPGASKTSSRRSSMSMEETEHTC
Active calls of the source: *; & = joins results of further samples.

molecule | FBW7 act | GPR151 ag | TEAD-YAP inh | MITF primary
C/C(=N\NC(=O)c1cccc(NC(=O)c2ccc(C)cc2)c1)c1ccc([N+](=O)[O-])cc1 | 0.0 | 0.1 | -33 | -1
COc1ccc(N2CCN(c3nccnc3NS(C)(=O)=O)CC2)cc1 | -0.2 | -1.4 | -4 | 11
COc1ccc(CCNC(=O)CCn2c(SCc3cc(=O)n4ccccc4n3)nc3cc4c(cc3c2=O)OCO4)cc1OC | 0.0 | -0.6 | -3 | 9
CCC1=NN2C(=N)/C(=C/c3ccc(OCCOc4ccc([N+](=O)[O-])cc4)c(OC)c3)C(=O)N=C2S1 | -0.1 | -0.4 | -2 | 4
Cc1ccc(NC(=O)C2CCCN(c3nn4c(=O)cc(C)nc4s3)C2)c(C)c1 (centres undefined) | 0.8 | -2.0 | 1 | 0
CCOC(=O)CSc1nc2ccccc2c2nc(-c3ccccc3)nn12 | 0.0 | 0.5 | -3 | 1
CS(=O)(=O)NCCOc1ccc(S(=O)(=O)N2CCCc3ccccc32)cc1 | 0.0 | 0.8 | 6 | -9
COc1ccc(C2CC(=O)C3=C(C2)NC(C)=C(C(=O)OCCc2ccccc2)C3c2cccc(OC)c2OC)cc1 (centres undefined) | 0.0 | -0.5 | -8 | -7
CCOC(=O)C(Cc1ccc(Oc2ccc(N)cc2)cc1)(NC(C)=O)C(=O)OCC | 0.3 | 0.8 | 0 | 5
COc1cccc(C(c2ccccn2)N(C)C(=O)C2CCN(C(=O)c3cccs3)CC2)c1 (centres undefined) | -0.4 | -0.7 | -3 | 7
CCN(C(=O)c1cnc(N2CCN(c3ccccc3OC)CC2)c2ccccc12)c1cccc(C(F)(F)F)c1 | -0.1 | -0.4 | 3 | 3
CC(C#N)OC(=O)c1ccc(S(=O)(=O)N(C)C)cc1 (centres undefined) | 0.0 | 0.1 | -4 | -5
COc1cccc(CNCc2c(C(=O)O)n(Cc3ccccc3F)c3ccccc23)c1OC | 0.3 | 0.6 | 20 | 12
N#CC(C(=O)CN1CCCC1)c1ccccc1 (centres undefined) | 0.2 | 1.7 | 5 | 3
COc1ccccc1N1CCN(S(=O)(=O)c2cccs2)CC1 | 0.1 | -1.0 | -32 | 10
CCN(CC)CCNc1nc2c(c(=O)[nH]c(=O)n2C)n1Cc1cccc2ccccc12 | 0.3 | -0.5 | -2 | -3
CCc1ccc(NC(=O)c2cnc(N3CCN(c4ncccn4)CC3)c3ccccc23)cc1 | -0.1 | 1.7 | -4 | -7
COc1cccc(CN2CCN(Cc3ccc(C(F)(F)F)cc3)CC2CCO)c1 (centres undefined) | 0.0 | -0.8 | -10 | -14
CCc1ccc(NC(=O)c2ccccc2C(=O)O)cc1 | 0.2 | -1.0 | -3 | 3
CN1c2cccc3cccc(c23)N(C)C1(C)C | -0.2 | 0.0 | 0 | 5
Cc1ccc(-c2[nH]nc3c2C(c2ccsc2)C(C#N)=C(N)O3)cc1 (centres undefined) | -0.5 | -1.5 | -2 | -1
CCC(O)(CC)C(=O)NN(C(=O)c1cccs1)c1ccccc1 | -0.1 | 0.2 | 4 | -5
Cc1cc(N2CCCC(C(=O)NCc3ccccc3)C2)n2ncnc2n1 (centres undefined) | 0.1 | -1.0 | -1 | 22
O=C(NCCc1ccc(O)cc1)c1cccc(Nc2ccc(N3CCOCC3)cc2)n1 | -0.2 | -0.2 | 57* | 2
Cc1cccc(N2CCN(c3ncnc4c3c(-c3ccccc3)cn4-c3cccc(C(F)(F)F)c3)CC2C)c1 (centres undefined) | -0.1 | 1.0 | 8 | 1
CCC(C(=O)Nc1ccc(O)cc1C(=O)O)c1ccccc1 (centres undefined) | -0.1 | 1.6 | 2 | -2
CC(C)C(=O)N1c2ccccc2NC2=C(C(=O)CC(c3ccccc3)C2)C1c1ccccc1 (centres undefined) | 0.0 | -0.7 | 3 | 18
COc1ccc(-c2nnc(SCc3nnc(-c4ccc(F)cc4)o3)o2)cc1 | 0.6 | 0.4 | 14 | 3
Nc1nonc1-c1noc(CCCOc2ccc(Cl)cc2Cl)n1 | -0.2 | 1.4 | -3 | -3
CCN1CCN(C(=O)c2ccc3c(=O)n(CCOC)c(=S)[nH]c3c2)CC1 | -0.1 | 2.1 | -1 | 5
O=C(CSc1nc2ccsc2c(=O)n1Cc1ccc2c(c1)OCO2)NCC1CCCO1 (centres undefined) | 0.9 | -1.4 | -3 | -1
O=C(CN1C(=O)c2ccccc2C1=O)Nc1ccccc1N1CCOCC1 | 0.3 | -0.5 | 7 | 13
CCc1cccc(N=c2c([N+](=O)[O-])nn(-c3ccccc3)n2O)c1 | -0.6 | 0.4 | 11 | 7
Cc1ccc(C)c(NC(=O)CSc2nc(=O)n(Cc3ccncc3)c3c2CCC3)c1 | -0.2 | 0.7 | 3 | -10
O=C(CN1CCSCC1)N/N=C/c1ccc(-c2ccccc2)cc1 | 0.0 | -0.6 | -4 | 41
CCCCCC1CC(CC(O)CO)C(=O)O1 (centres undefined) | 0.0 | 0.6 | 1 | -8
COC(CNC(=O)C1CCCN1C(=O)OCc1ccccc1)OC (centres undefined) | 0.0 | -0.4 | 8 | -7
CC(=O)c1cccc(NC(=O)CN(C)S(=O)(=O)c2ccc(C)cc2)c1 | -0.1 | -0.3 | 2 | -4
C=CCSc1nnc2c(n1)OC(c1ccc(CC)cc1)Nc1ccccc1-2 (centres undefined) | 0.1 | 2.5 | -46 | 17
Cn1c2ccccc2c2nnc(SCC(=O)Nc3nncs3)nc21 | 0.0 | -0.8 | 0 | -23
CCSc1nc2sccn2c(=O)c1C(=O)NCc1ccc(C)o1 | 0.4 | -0.3 | 6 | 16
COc1ccccc1C(=O)Nc1nnc(S(=O)(=O)N2c3ccc(C)cc3CC2C)s1 (centres undefined) | -0.1 | -0.6 | 1 | 1
N#CC1(C#N)C(c2ccc(Cl)c(Cl)c2)C(C(=O)c2ccccc2)N2c3ccccc3C=CC21 (centres undefined) | 0.0 | -0.2 | 5 | -4
NC(=O)CSc1nc2ccccc2n1CC(N)=O | 0.3 | 2.0 | -7 | -1
COc1cc(OC)c(C2CC(=O)N3CN(c4ccccc4)CSC3=C2C#N)cc1OC (centres undefined) | -0.3 | 2.0 | -6 | 2
CCN(C(=O)c1cc2c(=O)n3ccccc3nc2n1C)C1CCCCC1 | 0.0 | 1.4 | -58 | 8
O=C(Nc1ccc(-c2ccc3nnc(-c4ccccn4)n3n2)cc1)c1ccccc1Cl | -0.1 | 3.3 | 4 | -1
O=C1NC(=O)C(Cc2ccc(Cl)cc2)S1 (centres undefined) | 0.2 | 1.0 | 5 | 6
COCCN(C(=O)C1CCC1)c1nnc(-c2cccc(C)c2)s1 | 0.0 | 0.1 | -6 | -10
CCN(CC)CCNC(=O)CCCn1c(=O)[nH]c2ccc(Br)cc2c1=O | -0.1 | -0.6 | -2 | -2

One compound at a time, as listed above. Screens in order: FBW7 act, GPR151 ag, TEAD-YAP inh, MITF primary
CCOC(=O)CSc1nc2ccccc2c2nc(-c3ccccc3)nn12 in the list: 0.0, 0.5, -3, 1
O=C(Nc1ccc(-c2ccc3nnc(-c4ccccn4)n3n2)cc1)c1ccccc1Cl in the list: -0.1, 3.3, 4, -1
O=C(CN1C(=O)c2ccccc2C1=O)Nc1ccccc1N1CCOCC1 in the list: 0.3, -0.5, 7, 13
C=CCSc1nnc2c(n1)OC(c1ccc(CC)cc1)Nc1ccccc1-2 (centres undefined) in the list: 0.1, 2.5, -46, 17
CCC(O)(CC)C(=O)NN(C(=O)c1cccs1)c1ccccc1 in the list: -0.1, 0.2, 4, -5

Going on with the list.
molecule | FBW7 act | GPR151 ag | TEAD-YAP inh | MITF primary
OCCSc1sc(=S)sc1SCCO | -0.1 | 0.4 | 0 | -17
O=C(O)c1ccccc1-c1ccccc1C(=O)Nc1nc(-c2ccccc2)cs1 | 0.0 | 2.2 | 8 | 1
CC1(C)Oc2ccc(C(=O)N3CCCCC3)cc2N(CC(=O)Nc2ccccc2)C1=O | -0.2 | 0.6 | -8 | 5
O=C(O)c1ccc(-c2cnc3ccc(NCc4cccs4)nn23)cc1 | -0.2 | -0.2 | -3 | -9
CCOC(=O)C(=O)Nc1cc([N+](=O)[O-])ccc1Cl | 0.0 | 1.8 | 2 | 9
O=C(NCCO)c1cc(Nc2ccc3[nH]ncc3c2)ccn1 | 0.6 | -1.2 | -1 | 17
COc1cc(OC)c(OC)cc1CN1CCC2(CCC(CNC(=O)c3ccco3)O2)CC1 (centres undefined) | -0.1 | 3.0 | 11 | 9
CC(O)CNC(=O)/C(=C\c1cccn1C)NC(=O)c1ccccc1 (centres undefined) | 0.0 | -0.5 | 2 | -7
COc1ccc(C(=O)N/C(=C\c2ccc([N+](=O)[O-])cc2)C(=O)Nc2ccc(F)cc2)cc1Br | 0.1 | -0.8 | 5 | 4
N#C/C(=N/Nc1cccc(C(F)(F)F)c1)C(=N)N1CCOCC1 | 0.6 | -1.0 | -29 | 3
COC(c1ccccc1)c1nnc(CCC(=O)NC2(c3ccccc3)CC2)o1 (centres undefined) | 0.1 | -1.2 | -5 | 5
CN1C(=O)[C@H]2CN(Cc3cnn(-c4cccc(Cl)c4)c3)CCN2C(=O)[C@@H]1Cc1ccccc1 | 0.1 | -0.7 | -17 | -9
CC1=C(C(=O)Nc2ccccc2)C(c2ccccc2Br)NC(=O)N1 (centres undefined) | 0.9 | -0.1 | 2 | 5
CCN1CCN(C(=O)c2ccc([N+](=O)[O-])c(C)c2)CC1 | -0.2 | -0.1 | 5 | -10
COC(=O)c1cccc(NC(=O)c2ccccc2Br)c1 | 0.1 | -0.3 | -16 | -15
N#CC(c1ccccc1)N1CCC(c2ccccc2)=N1 (centres undefined) | 0.2 | 0.0 | -2 | -22
CCOc1ccc(Br)cc1C(=O)N/N=C/c1ccc2c(c1)OCO2 | 0.1 | -0.5 | 33* | 7
Cn1cc(CN2CCN3C(=O)[C@H](CCCCN)NC(=O)[C@H]3C2)c(-c2ccccc2)n1 | 0.8 | 1.0 | 7 | 13
COc1cccc(N2C(=O)C3C(C2=O)C2(C)c4ccccc4C3(C)c3ccccc32)c1 (centres undefined) | 1.2 | 0.3 | 5 | 14
CC(=O)Nc1ccc(NS(=O)(=O)c2ccc3cc(C)ccc3c2)cc1 | 0.2 | -1.8 | 13 | 14

(continued)
Order of values – FBW7 act | GPR151 ag | TEAD-YAP inh | MITF primary
COc1ccccc1NC1SC(=O)N(c2ccc(F)cc2)C1=O (centres undefined)
→ -0.2 | 0.2 | 9 | 0
CSc1nnc2c(n1)OC(c1cc(O)ccc1Br)Nc1ccc(Br)cc1-2 (centres undefined)
→ 0.2 | -1.4 | 6 | 11
O=C(CSc1nc(=O)n(CC2CCCO2)c2c1CCCC2)NC1CCCCC1 (centres undefined)
→ 0.6 | 0.3 | 1 | 9
C=CCN(CC=C)S(=O)(=O)c1nc2nc(C)c(C)c(C)n2n1
→ 0.1 | 0.3 | 5 | -11
CC1(C)CC(NC(=O)COc2ccc(Cl)cc2)CC(C)(C)N1
→ 0.1 | 0.0 | -3 | 2
COC1(NS(=O)(=O)c2ccc(Br)cc2)C(C)=CC(=O)C=C1C
→ 0.1 | 1.3 | 4 | 0
O=C(Cc1ccc(F)cc1)Nc1ccc2c(c1)OC1(CCCCC1)O2
→ 0.0 | 1.2 | -40 | 3
COc1ccc(C(=O)OCC(=O)c2ccccc2Br)cc1
→ 0.4 | -1.6 | 3 | 2
Cc1cc(N2CCOCC2)n2nc(-c3ccc(Cl)cc3)cc2n1
→ 0.7 | -0.3 | -8 | 13
O=C(COc1ccccc1Cl)N/N=C\c1ccncc1
→ 0.9 | -1.5 | 10 | 9
Cc1cc(C)c(C)c(C(=O)COC(=O)c2cc(=O)[nH]c3ccccc23)c1C
→ -0.3 | -0.6 | 0 | -8
CSc1ccc(/C=N\NC(=O)COc2ccc(C)cc2[N+](=O)[O-])cc1
→ -0.1 | 3.2 | -9 | 5
O=C(NN=C1CCN(Cc2ccccc2)CC1)c1ccco1
→ 0.0 | -2.4 | -71 | 5
COc1ccc(/C=N/NS(=O)(=O)c2ccc(Br)cc2)cc1
→ 0.1 | -1.1 | -1 | 6
O=c1[nH][nH]c(=O)c2cc([N+](=O)[O-])ccc12
→ -0.3 | 0.1 | -4 | -7
Cc1ccc(S(=O)(=O)N2CCOCC2)cc1C(=O)NC(=S)Nc1ccccc1C#N
→ -0.1 | 0.0 | -8 | 11
Cc1cc(=O)oc2c(O)c(O)ccc12
→ -0.5&0.2 | 0.8&1.4 | 3&-6 | 1&27
CCOc1cc(N)c([N+](=O)[O-])cc1Cl
→ 0.9 | -1.0 | 2 | 14
COc1ccc(-c2cnn3c(N[C@H](CO)C(C)C)ccnc23)cn1
→ 0.2 | -0.5 | -50 | -4
Nc1n[nH]c(C(=O)N/N=C/c2ccc([N+](=O)[O-])cc2)n1
→ 0.0 | 0.2 | 9 | 14
CN(C)CC(=O)Nc1cccc([N+](=O)[O-])c1
→ -0.1 | 0.3 | -2 | 9
COc1ccccc1N1CCN(Cc2nnnn2CCc2ccccc2)CC1
→ -0.1 | -0.8 | 2 | -2
Cc1cnc2c(c1NCc1cccs1)c(=O)n(C)c(=O)n2C
→ -0.1 | -0.1 | -1 | 2
OCCN1CCN(Cc2cccc(Oc3ccc(Cl)cc3)c2)CC1
→ 0.0 | -0.4 | 8 | -10
Cc1ccc(N2C(=O)NC3(CCCCC3)C2=O)cc1
→ -0.1 | 1.5 | 3 | 36
COc1ccc(C2C(C(=O)Nc3ccc(OC)c(Cl)c3)c3ccccc3C(=O)N2c2ccc(OC)cc2)cc1 (centres undefined)
→ 0.0 | -0.9 | 3 | 15
CCCc1nc2ccccc2c(C(=O)OCC#N)c1CC
→ 0.0 | -0.6 | -9 | -4
Cn1nc(-c2ccc(F)cc2)nc2c(=O)n(C)c(=O)nc1-2
→ -0.2 | -8.0 | 89* | 18
COc1cccc(C(=O)Nc2nc3c(F)cc(F)cc3s2)c1OC
→ 0.7 | 1.9 | -34 | 12
